High-throughput results deposited in PubChem by Johns Hopkins Ion Channel Center.
KCNQ2 inh = KCNQ2 channel blockers in CHO-K1 cells – cell-based, FluxOR thallium flux, B-score, primary screen (AID 2156) | O88943 | 20 min; hits give low values | B-score at 10 µM | hit rate 1.1% among 310,000;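 active = fluorescence ratio B-score at most minus 3 library SDs, with starting brightness B-score within 2 library SDs, cut at about -5.5 in these data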
Target sequence (O88943 whole entry, looked up): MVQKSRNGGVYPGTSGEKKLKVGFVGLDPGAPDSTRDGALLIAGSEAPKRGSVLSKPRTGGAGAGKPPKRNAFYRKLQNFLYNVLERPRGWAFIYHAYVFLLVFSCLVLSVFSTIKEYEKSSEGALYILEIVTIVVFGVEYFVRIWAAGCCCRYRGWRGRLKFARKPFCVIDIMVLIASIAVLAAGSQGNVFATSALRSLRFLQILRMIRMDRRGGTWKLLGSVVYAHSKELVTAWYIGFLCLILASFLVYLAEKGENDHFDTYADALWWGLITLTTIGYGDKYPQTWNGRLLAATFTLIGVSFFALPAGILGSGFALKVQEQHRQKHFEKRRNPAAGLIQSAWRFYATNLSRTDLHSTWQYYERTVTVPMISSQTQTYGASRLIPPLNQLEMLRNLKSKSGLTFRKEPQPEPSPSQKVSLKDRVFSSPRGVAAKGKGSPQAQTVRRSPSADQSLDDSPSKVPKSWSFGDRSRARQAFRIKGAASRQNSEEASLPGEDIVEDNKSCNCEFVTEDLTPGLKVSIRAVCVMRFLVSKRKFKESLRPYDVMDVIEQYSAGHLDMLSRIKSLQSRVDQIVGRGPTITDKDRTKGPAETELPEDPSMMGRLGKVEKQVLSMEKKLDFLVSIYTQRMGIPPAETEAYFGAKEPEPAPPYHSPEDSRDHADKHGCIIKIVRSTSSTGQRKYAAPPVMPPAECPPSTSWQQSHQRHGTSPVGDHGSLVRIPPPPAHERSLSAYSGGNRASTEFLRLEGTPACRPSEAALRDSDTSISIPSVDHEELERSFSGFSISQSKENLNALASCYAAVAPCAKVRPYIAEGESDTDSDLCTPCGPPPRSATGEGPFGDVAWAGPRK
Kir21 block = Kir2.1 (mouse) channel inhibition. P35561. HEK293-Kir2.1, FluxOR thallium flux fluorescence; hits give low values. B-score at 10 µM. hit rate 0.85% among 310,000. AID 1672;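 active = fluorescence ratio B-score at or below minus 3 SD of library scores, with starting-brightness B-score within 2 SD, cut at about -4.2 in these data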;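 also: channel flux triggered by added potassium and thallium sulfate stimulus; B-score of peak minus minimum fluorescence over baseline after thallium stimulus; more negative B-score means stronger Kir2.1 block with less thallium influx; some compounds called inactive have numbers as strong as hits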
Numbers without * were called inactive; i = inactive.

canonical_smiles | KCNQ2 inh | Kir21 block
O=C(O)c1nc(Cl)c(Cl)c(N/N=C/c2ccccc2C(F)(F)F)c1Cl | i | 0.83
CCSc1nc(-c2ccc(OC)cc2)n(-c2nc3ccccc3s2)n1 | i | 0.52
O=C(CN1CCN(Cc2ccc3c(c2)OCO3)CC1)Nc1ccc2c(c1)OCO2 | i | -1.54
CS(=O)(=O)N(CC(=O)NC1CC2CCC1C2)c1ccc(Oc2ccccc2)cc1 (stereo unspecified) | i | 0.11
Brc1ccccc1OCCCN1CCCC1 | i | 0.08
CCn1c(C)c(C(C)=O)c(SC)nc1=S | i | 0.49
CCOC(=O)C(NC(=O)C1C(C)N1S(=O)(=O)c1ccc(C)cc1)C(=O)OCC (stereo unspecified) | i | -0.84
CCc1ccc(CN(C)C(=O)CCc2nc3ccccc3n(-c3ccc(OC)cc3)c2=O)cc1 | i | 0.1
O=C(NC(=S)Nc1ccccc1O)c1ccccc1Cl | i | 0.41
CCOc1ccc(S(=O)(=O)N(CC(=O)O)c2ccc(C)cc2)cc1 | i | 0.07
O=C(COc1ccccc1)Nc1ccc(S(=O)(=O)N2CCCCCC2)cc1 | i | 0.04
CC(C)OC(=O)c1c(-c2ccc(C(C)C)cc2)csc1NC(=O)C1CCCO1 (stereo unspecified) | -7.22* | -0.32
COc1ccc(S(=O)(=O)N2CCN(Cc3cccc(OC)c3OC)CC2)cc1 | i | 1.13
O=C1/C(=C\c2cc(Br)cc(Br)c2O)SC(=S)N1Cc1ccccc1 | i | -0.43
Cc1ccc2c(CC(=O)N3CCOCC3)coc2c1 | i | -0.06
O=S(=O)(NCCSc1ccccc1)c1ccc2c(c1)OCCO2 | i | -0.49
CCOC(=O)c1c(NC2OC(=O)c3c2ccc(OC)c3OC)sc(C(=O)OC(C)(C)C)c1C (stereo unspecified) | i | -0.38
O=[N+]([O-])c1cccc(NC(=S)NCc2ccncc2)c1 | i | -1.15
COc1ccc(CC(NC(C)=O)C(=O)NC2CCN(c3nc(C)cc(C)c3C#N)CC2)cc1 (stereo unspecified) | i | 0.53
CC(=O)Nc1ccc(C(=O)NNC(=O)c2cc([N+](=O)[O-])cc([N+](=O)[O-])c2)cc1 | i | -0.01
COc1ccccc1/C=N/NC(=O)CN(C1=NS(=O)(=O)c2ccccc21)c1ccccc1 | i | -1.25
CN1/C(=C\C=N\NC(=O)c2cccnc2)C(C)(C)c2ccccc21 | i | 0.34
CC(C)(C)NC(=S)NC1CC1 | i | -1.77
CCCCc1ccc(NC(=O)CC(C)=O)cc1 | i | -2.67
CCC(=O)Nc1cccc(-c2nnc(SCC(=O)c3ccccc3)n2C)c1 | i | 0.23
O=C(CCc1nnc2ccc(NCc3ccco3)nn12)N1CCCCC1 | i | 0.05
COc1ccc(NC(=O)c2ccccc2NC(=O)c2ccco2)cc1 | i | -1.93
CC(C)c1nnc(N2C(=O)c3oc4ccccc4c(=O)c3C2c2ccco2)s1 (stereo unspecified) | i | -0.53
O=C(O)c1nsc(Cl)c1Cl | i | 0.84
C=CCn1c(C)cc(C(=O)COC(=O)[C@@H](NC(=O)c2ccccc2Cl)C(C)C)c1C | -7.49* | -0.97

Taken from the listing (six entries):
canonical_smiles | KCNQ2 inh | Kir21 block
O=C(O)c1nc(Cl)c(Cl)c(N/N=C/c2ccccc2C(F)(F)F)c1Cl | i | 0.83
CCSc1nc(-c2ccc(OC)cc2)n(-c2nc3ccccc3s2)n1 | i | 0.52
O=C(CN1CCN(Cc2ccc3c(c2)OCO3)CC1)Nc1ccc2c(c1)OCO2 | i | -1.54
CS(=O)(=O)N(CC(=O)NC1CC2CCC1C2)c1ccc(Oc2ccccc2)cc1 (stereo unspecified) | i | 0.11
Brc1ccccc1OCCCN1CCCC1 | i | 0.08
CCn1c(C)c(C(C)=O)c(SC)nc1=S | i | 0.49

Carrying on.
canonical_smiles | KCNQ2 inh | Kir21 block
Nc1c(-c2ccccc2)cnn1-c1cccc([N+](=O)[O-])c1 | i | 1.2
COc1ccc(-c2n[nH]c(=S)n2Cc2ccco2)cc1 | i | -1.39
O=C1N/C(=C/c2cccn2-c2ccc(F)cc2)C(=O)N1Cc1ccccc1 | i | -0.07
Cc1ccc(-c2ccc(CCC(=O)O)n2CC2CCCO2)cc1 (stereo unspecified) | i | 0.51
Fc1ccc(C(CCNCc2cccs2)c2ccco2)cc1 (stereo unspecified) | i | -4.48*
Cc1c(NS(=O)(=O)c2cccs2)cccc1-c1nc2cccnc2s1 | i | 1.35
CN(Cc1ccccc1)C(=O)c1nc2ccccn2c1CN1CCc2sccc2C1 | -5.89* | 0.81
C[C@H](Nc1ncnc2sc3c(c12)CCC3)C(=O)O | i | -0.21
CCNC(=O)c1ccccc1NC(=O)C1CC(=O)N(C(C)C)C1 (stereo unspecified) | i | -0.68
CCOC(=O)Cn1ccc(NC(=O)COc2ccc(F)cc2F)n1 | i | 0.13
CCOc1ccc(NC(=O)COc2nsnc2N2CCOCC2)cc1 | i | -0.37
Cc1n[nH]c(=S)n(/N=C/c2cccc([N+](=O)[O-])c2)c1=O | i | 0.17
O=C(Nc1ccc(C(=O)N2CCCC2)cc1)c1ccc(F)cc1Cl | i | 1.61
CCOc1ccc(S(=O)(=O)NCCC(=O)N2CCN(c3ccccc3O)CC2)cc1 | i | -1.6
CCn1ncc(/C=N\NC(=O)c2cc(-c3ccc(C)cc3C)nc3ccccc23)c1C | i | 0.08
O=C(O)c1cncc(Br)c1 | i | -2.11
C=CCSc1nc2ccccc2c(=O)n1Cc1ccccc1 | -5.66* | -0.59
COc1ccc(C(=O)N/C(=C/c2ccco2)C(=O)NC2CCS(=O)(=O)C2)cc1 (stereo unspecified) | i | 0.41
Cc1nn(C)cc1[C@@H]1C[C@H]2CN(Cc3cccc(Cl)c3)C(=O)[C@]23CCCN13 | i | 0.81
Cc1ccc(-n2nc(C(=O)N3CCN(C)CC3)c3c4ccccc4n(C)c3c2=O)cc1 | i | 0.08
CCOC(=O)Cc1csc(NC(=O)CCSc2ccccc2)n1 | i | -0.39
Cc1cc2c(c(SCC(=O)NCc3ccccc3Cl)n1)C(=O)OC2 | i | 1.91
O=S(=O)(c1ccccc1)c1nc(NCc2cccnc2)sc1Cl | i | -2.31
Cc1cc(CNC(=O)C(C)n2nc(C)c([N+](=O)[O-])c2C)c2ccccc2n1 (stereo unspecified) | i | -0.2
Cc1cc(C(=O)CSc2nn3c(=O)c(C(C)(C)C)nnc3s2)c(C)n1C | i | 0.01
CCC(C)[C@@H]1NC(=O)N(CCCN2CCCC2=O)C1=O (stereo partly specified) | i | 0.24
CCC(=O)Nc1ccc(NC(=O)c2oc3ccccc3c2C)cc1 | i | 1.64
COc1cccc(C(=O)NNC(=O)Cc2ccc([N+](=O)[O-])cc2)c1 | i | -0.09
CC(C)(C)CN1CCNC(=O)C1CC(=O)NCCc1ccccc1C(F)(F)F (stereo unspecified) | i | -0.06
CC1CCc2sc(C(=O)Nc3nnc(SCc4ccc(F)cc4)s3)cc2C1 (stereo unspecified) | i | -1.2
O=C(NCC1CCCO1)c1ccc(Oc2ccc([N+](=O)[O-])cc2)cc1 (stereo unspecified) | i | -0.08
O=C(O)c1ccc2c(c1)C(=O)N(c1ncccn1)C2=O | i | 0.09
Cc1ccc(N(C)C2=NC(=O)CS2)cc1Cl | i | 2.2
Cc1cccc(OCC(=O)Nc2cccc(O)c2)c1 | i | 0.81
CCCCCn1c(CNC(=O)CCC)nc2ccccc21 | i | -0.26
COc1cccc(-c2ccc(NC(=O)C3CCCN(CCCn4cccn4)C3)cc2)c1 (stereo unspecified) | i | -0.65
CCN(CC)CCOC(c1ccccc1)c1ccc(C)cc1 (stereo unspecified) | i | -2.91
CSc1ccccc1NC(=O)CSc1nnc(CNC(=O)c2ccccc2F)n1C | i | -1.32
CCCCOCCCNC(=O)CN1C(=O)c2ccccc2C1=O | i | -0.65
CC(C)CC(C(=O)Nc1oc(-c2ccco2)c(-c2ccco2)c1C#N)N1C(=O)c2ccccc2C1=O (stereo unspecified) | i | 2.15
CC(C)(C)NC(=O)c1ccc(C(=O)NC(C)(C)C)cc1 | i | -0.18
COCCC(=O)Nc1ccc2c(c1)CN(C(=O)CCOC)CC2 | i | 1.14
O=C1COc2ccc(C(=O)COc3ccc(Cl)cc3Br)cc2N1 | i | 0.97
COc1ccc(NC(=O)CNc2cccc(C#N)c2)cc1Cl | i | -0.8
Cc1ccc(NC(=O)C2CCC(N3C(=O)C4CCCCC4C3=O)CC2)cc1 (stereo unspecified) | i | 0.73
S=C(NCCc1c[nH]c2ccccc12)NC1CCCC1 | i | -2.42
Cc1ccc(C)c(NC(=S)NC2CC3CCC(C2)N3Cc2ccco2)c1 (stereo unspecified) | i | -0.93
CC(C)(C)c1ccc(CSc2nnc(-c3ccccn3)n2Cc2ccco2)cc1 | -5.63* | -1.15
CC(=O)N1CCc2cc(S(=O)(=O)NC(C)c3ccccc3)ccc21 (stereo unspecified) | i | -1.88
COC(=O)c1cccc(NC(=O)c2nn(C(C)C)c(=O)c3ccccc23)c1 | i | 0.01
O=C(Nc1ncc(S(=O)(=O)c2ccc([N+](=O)[O-])cc2)s1)c1ccc2ccccc2c1 | i | 0.35
CSc1nccc(-c2c(-c3ccc(Cl)cc3)noc2C)n1 | i | 0.33
COc1ccc(N/C(C)=C/C(=O)c2ccccc2)cc1 | i | 1.06
COCCOCCOCCC(=O)NC1CC2CCC1(C)C2(C)C (stereo unspecified) | i | 0.54
O=C(CCc1ccccc1)Nc1ccc(N2CCCCC2)cc1 | i | -0.47
COc1ccc(C2CC(c3cccs3)=NN2C(=O)CCC(=O)O)cc1 (stereo unspecified) | i | -1.66
COc1ccccc1NC(=S)N1CCN(Cc2ccc3c(c2)OCO3)CC1 | i | -1.37
O=S(=O)(Nc1nc2ccccc2nc1Nc1cccc(S(=O)(=O)N2CCCCC2)c1)c1ccccc1 | i | -3.95
Cc1noc(C)c1CSCC(=O)Nc1nc2ccccc2s1 | i | 0.38
CCCN(CCC)CCNC(=S)Nc1ccc2nc3n(c(=O)c2c1)CCCCC3 | i | -0.19

Three entries from above, sorted by the value under Kir21 block, largest number first.
Compound	Kir21 block
CCCCOCCCNC(=O)CN1C(=O)c2ccccc2C1=O	-0.65
CSc1ccccc1NC(=O)CSc1nnc(CNC(=O)c2ccccc2F)n1C	-1.32
COc1ccccc1NC(=S)N1CCN(Cc2ccc3c(c2)OCO3)CC1	-1.37

Next section:
canonical_smiles | KCNQ2 inh | Kir21 block
COc1ccc(/C(C)=N/NC(=O)CNC(=O)c2ccco2)c(OC)c1 | i | 0.19
COC(=O)CSc1nn(-c2ccc(F)cc2)c(=S)s1 | i | 0.12
Cc1cccc(CSc2nnc3c(n2)[nH]c2ccccc23)c1 | i | -0.4
Cn1c(=O)c(C#N)c(-c2ccccc2)n2cnnc12 | i | -0.99
Cc1nc(NC2CCCC2)sc1C(=O)N(C)C | i | -0.97
Cc1nc2ccccc2c2oc(C(=O)NCCCN3CCCC(C)C3)cc12 (stereo unspecified) | i | -0.27
O=C(COC(=O)c1cnccn1)c1ccc([N+](=O)[O-])cc1 | i | 0.24
COc1ccc(CNC(=O)c2cc(-c3cc(C)ccc3O)n[nH]2)cc1 | i | -1.45
COc1cccc(/C=N/n2c(CO)nc3ccccc32)c1OC | i | 0.3
COc1ccc(Cl)cc1NC(=O)CSc1nnc(CN2CCOCC2)n1-c1ccc(Cl)cc1 | i | 0.24
COc1cc2c3c([nH]c2cc1F)C(=O)NCC3 | i | 0.21
CCOc1ccc(CCNC(=O)c2[nH]c(C)c(C(C)=O)c2C)cc1OCC | i | -2.47
Cc1ccc(-c2nsc3c(N4CCC(C(N)=O)CC4)ncnc23)cc1 | i | 1.54
O=C(O)CC(C(=O)O)N1C(=O)/C(=C/c2ccc(-c3nc4ccccc4s3)o2)SC1=S (stereo unspecified) | i | -2.78
COc1ccc(CC(=O)N2CCC3(CC2)NCCc2[nH]cnc23)cc1 | i | -0.83
Cc1ccc(CNS(=O)(=O)c2c(C)[nH]c(C)c2C(=O)N2CCCCC2)cc1 | i | 1.27
Cn1c(=O)c2c(nc3n2CC(O)CN3c2ccccc2)n(C)c1=O (stereo unspecified) | i | -1.36
CCc1nc2n[nH]c(N)c2c2c1CCCC2 | i | -2.64
CNc1nc(Cl)nc(NC(C)(C)C)n1 | i | 0.47
CN1CCN(S(=O)(=O)c2cccc(S(=O)(=O)c3cccc(S(=O)(=O)N4CCN(C)CC4)c3)c2)CC1 | i | 0.03
Cc1ccc(NC(=O)CSc2nc3c(c(=O)n(C)c(=O)n3C)n2C)cc1 | i | -0.97
O=C(CCCN1C(=O)/C(=C\c2cccs2)SC1=S)Nc1ccc(C(=O)O)cc1 | i | -0.77
COc1ccc(CNc2nc(NCc3ccc(OC)cc3)n(C(=O)c3ccccc3[N+](=O)[O-])n2)cc1 | i | 0
CCC1(c2ccccc2)NC(=O)N(CC(=O)Nc2ccc(Cl)c(S(=O)(=O)N3CCCCC3)c2)C1=O (stereo unspecified) | i | -0.71
COc1cc(OC)cc(N(C(=O)c2ccco2)C(C(=O)NC2CCCC2)c2ccc(N3CCOCC3)cc2)c1 (stereo unspecified) | i | -0.84
CC(C)CCNC(=O)c1ccc(-n2cnc3cccnc32)cc1 | i | -1.61
CC(CN1CCCCC1)OC(=O)c1ccco1 (stereo unspecified) | i | 0.51
Cc1ccc(C(=O)COC(=O)CCN2C(=O)C3C4CCC(C4)C3C2=O)cc1C (stereo unspecified) | i | -2.28
Cc1ccc(-c2csc(NC(=O)CN3CC(C)OC(C)C3)n2)cc1 (stereo unspecified) | i | 0.41
